# Screens as filed in PubChem.
# HCV inh – blocks hepatitis C virus | 340,000 compounds, 3.4% hits | Potency, µM (titrated, usually from 41.8 µM), inactives show at the top dose activity change, negative = inhibition, most hits filed as inhibitors | AID 651820 | Huh7.5.1 HCVcc-Cre infection, luciferase reporter, 44 h; further: potency means the concentration at half of the fitted maximal effect
#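 Antiviral activity was scored by luciferase reporter output from cells infected with HCVcc-Cre (~0.5 moi) in presence of compound, 44 h infection period, cells seeded 1,000/well 4 h prior.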
# FBPA Giardia inh – Giardia lamblia aldolase inhibition | purified Giardia FBPA | 290,000 compounds, 0.71% hits | Potency, µM (top dose mostly 59.6 µM), without a hit: at the top dose activity, negative = inhibition, most hits filed as inhibitors | AID 2451 | A8B2U2; further: potency means the concentration at half of the fitted maximal effect; nearly all actives have a fitted effect of over 55% in size
# Target sequence (A8B2U2 whole entry, looked up): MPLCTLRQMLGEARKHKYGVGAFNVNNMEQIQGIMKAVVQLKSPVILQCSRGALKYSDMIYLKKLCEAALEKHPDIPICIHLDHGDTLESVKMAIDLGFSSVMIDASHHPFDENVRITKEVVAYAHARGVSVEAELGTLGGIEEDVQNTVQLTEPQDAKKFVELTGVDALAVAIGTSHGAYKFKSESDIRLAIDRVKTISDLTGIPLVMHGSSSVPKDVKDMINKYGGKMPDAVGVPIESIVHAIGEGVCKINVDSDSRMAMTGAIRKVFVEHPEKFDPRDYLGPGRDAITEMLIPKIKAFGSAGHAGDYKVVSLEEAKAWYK
#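 40 nM FBPA preincubated 10 min at RT with compound (up to 57.5 uM final), then substrate plus GAPDH/TPI/NAD/arsenate coupling and diaphorase/resazurin added. Fluorescence read after 20 min at RT, 525/598 nm.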
# HCMV antiviral – inhibitors of human cytomegalovirus. HFF cells, HCMV-luciferase reporter, 72 h; hits give low values. 410,000 compounds, 4.5% hits. activity change, negative = inhibition, % at 57.5 µM; in the data active means activity change below about -60%; inconclusive means no clear call, values can overlap the other calls; inactive means above about -39%
#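 Cell-based, HFFs, 1000 cells/well, 16 h 37C; cpds in DMSO + HCMV-luc, MOI 1 PFU/cell; 72 h 37C; OneGlo luminescence after 5 min RT; norm. to buffer vs Salinomycin 10uM.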
# Sm TGR inh – inhibitors of Schistosoma mansoni thioredoxin glutathione reductase; Q962Y6; purified TGR, DTNB reduction, TNB absorbance 405 nm; Potency, µM (series often up to 114 µM), for inactives: at the highest dose activity change, negative = inhibition, actives largely listed as inhibitors; 360,000 compounds, 3% hits; AID 485364; further: potency means the concentration at half of the fitted maximal effect; nearly all actives have a fitted effect of over 60% in size
#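 TGR 20 nM + NADPH 100 uM (dispensed conc.), cpd preinc 15 min RT; start with NADPH (500 uM addition) then DTNB (15 mM addition). Kinetic TNB absorbance, 405 nm filter. Four-parameter Hill fit across titration.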
# AMA1-RON2 inh – inhibitors of Plasmodium falciparum AMA1-RON2 interaction; AlphaScreen AMA1-biotinylated RON2 peptide binding; AID 720542; Potency, µM (series often up to 58.2 µM), inactives show top-dose activity change, negative = inhibition, actives largely listed as inhibitors; 360,000 compounds, 0.2% hits;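 further: potency means the concentration at half of the fitted maximal effect; 0% = vehicle wells and -100% = peptide control; nearly all actives have a fitted effect of over 45% in size; some results filed as inactive show a strong effect at the top dose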
#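 AMA1 (3D7) with his tag at 25 nM final met compounds first, then biotinylated RON2 peptide at 25 nM; detection used donor plus acceptor beads, 10 µg/mL apiece, read by AlphaScreen after 30 min at room temperature.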
# AmpC inh detg – blocks E. coli AmpC beta-lactamase in detergent assay; P00811; 370,000 compounds, 0.041% hits; AmpC hydrolysis of nitrocefin, absorbance 480 nm, 0.01% Triton; Potency, µM (highest dose often 114 µM), inactives show at the highest dose activity change, negative = inhibition, actives largely listed as inhibitors; AID 485294;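 further: potency means the concentration at half of the fitted maximal effect; 0% = no-compound wells and -100% = no-enzyme wells; nearly all actives have a fitted effect of over 25% in size; some results filed as inactive show a strong effect at the top dose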
# Target sequence (P00811 whole entry, looked up): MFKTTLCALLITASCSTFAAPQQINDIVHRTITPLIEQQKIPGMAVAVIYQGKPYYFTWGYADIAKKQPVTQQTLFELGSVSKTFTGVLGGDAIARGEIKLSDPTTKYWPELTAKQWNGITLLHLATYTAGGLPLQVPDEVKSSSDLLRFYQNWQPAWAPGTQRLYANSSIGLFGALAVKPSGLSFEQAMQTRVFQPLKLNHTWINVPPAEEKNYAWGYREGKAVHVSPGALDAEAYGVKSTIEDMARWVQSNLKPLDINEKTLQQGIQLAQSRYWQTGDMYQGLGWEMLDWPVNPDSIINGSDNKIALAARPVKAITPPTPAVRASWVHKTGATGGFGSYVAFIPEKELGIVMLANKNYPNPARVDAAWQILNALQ
#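 20 mM phosphate pH 7.0 + 0.01% (detergent screen) or 0.0001% Triton X-100; 5.3 nM AmpC reagent; cpd preinc 15 min RT; nitrocefin (800 uM stock) to start; A480 q20 s × 4 min; Activity was normalised to no-enzyme and no-compound control wells.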
# Active calls of the source: *; ? = inconclusive; nt = no result given; [ ] = dose if it differs, or a comment. Unless noted, the call rests on the fitted dose curve; in most records, active means well fitted curve in the direction sought with a large enough effect; inconclusive means small, poorly fitted or top-dose-only effect, or another doubt; inactive means no such curve, though single readings can be large; an effect the other way counts as inactive or inconclusive. Unless noted, on the % scale 0 is the no-effect control and ±100 the full control effect.
1: N/C(=N\[N+](=O)[O-])NCCCC(NC(=O)CNC(=O)c1ccccc1)C(=O)O (configuration not stated)
2: CC1CCCC(C)N1C(=O)CSc1nnc(COc2ccccc2)n1-c1ccccc1 (configuration not stated)
3: Cc1c(Cl)cnc(NC(=O)CSc2nnnn2C)c1Cl
4: COC(=O)C1=CN(C)C=C(C(=O)OC)C1c1ccc(O)c(OC)c1
5: O=C(COC(=O)c1ccc2[nH]c3c(c2c1)CCCC3)Nc1ccccc1
6: Cc1noc(C)c1S(=O)(=O)Nc1ccccc1OC(F)(F)F
screen / no.	1	2	3	4	5	6
HCV inh	4.4%	7.4%	3.7%	15.9%	12.6µM*	20.2%
FBPA Giardia inh	-9.1%	-5.8%	nt	-28.1%	-1.7%	7.5%
HCMV antiviral	-7.7	-15.2	7.8	102.0	1.9	-16.8
Sm TGR inh	9.1%	0.4%	nt	-11.8%	9.0%	-19.4%
AMA1-RON2 inh	14.0%	12.0%	4.1%	0.0%	-18.8%	2.1%
AmpC inh detg	1.4%	?	nt	-4.8%	7.0%	1.7%

# Quoted at random: 2 compounds from above.
5: O=C(COC(=O)c1ccc2[nH]c3c(c2c1)CCCC3)Nc1ccccc1
3: Cc1c(Cl)cnc(NC(=O)CSc2nnnn2C)c1Cl
screen / no.	5	3
HCV inh	12.6µM*	3.7%
FBPA Giardia inh	-1.7%	nt
HCMV antiviral	1.9	7.8
Sm TGR inh	9.0%	nt
AMA1-RON2 inh	-18.8%	4.1%
AmpC inh detg	7.0%	nt

# (more compounds)
7: O=C(C=C(O)c1ccc(Cl)cc1)C(=O)NNC(=O)C(O)(c1ccccc1)c1ccccc1
8: Cc1ccc(C)c(N(C(=O)CNC(=O)c2ccco2)C(C(=O)NC2CCCCC2)c2ccncc2)c1 (configuration not stated)
9: CC(=O)c1ccc(N2CCN(C(=O)c3nn(Cc4ccccc4)c(=O)c4ccccc34)CC2)cc1
10: CCOC(=O)C1=C(N)N2C(=O)C(C)SC2=C(C(=O)OCC)C1c1ccc(O)cc1 (configuration not stated)
11: O=C(NN=C1CCCCCCCCCCC1)c1ccccc1F
12: Cn1nc(C(=O)NC2CCCCCC2)ccc1=O
screen / no.	7	8	9	10	11	12
HCV inh	9.2%	7.6%	?	7.2%	0.4%	17.6%
FBPA Giardia inh	nt	10.2%	0.5%	-2.7%	0.7%	1.0%
HCMV antiviral	-20.2	-7.6	4.8	-13.5	-35.6	33.5
Sm TGR inh	nt	-4.7%	-0.5%	1.2%	-0.8%	0.0%
AMA1-RON2 inh	44.4%[activator]	21.8%	-3.1%	0.0%	11.4%	-2.5%
AmpC inh detg	nt	-5.5%	-3.5%	-8.0%	0.4%	-10.2%

13: CCC1CCCCN1CCCNC(=O)C1CCN(c2nnc(-n3cccc3)s2)CC1 (configuration not stated)
14: CC(=NCc1cccnc1)c1c(O)n(-c2ccc(C)cc2)c(=O)[nH]c1=O
15: Cc1ccc(C)c(OCc2cc(C(=O)NC(c3ccccn3)C(F)(F)F)no2)c1 (configuration not stated)
16: Cc1cc(NC(=O)CSc2nnc(-c3ccncc3)n2C)n(-c2ccccc2)n1
17: O=c1c(Cc2ccccc2O)c(O)nc2n1CCCS2
18: CN(C)S(=O)(=O)Nc1ccc(NS(=O)(=O)N(C)C)c(S(=O)(=O)c2ccccc2)c1
screen / no.	13	14	15	16	17	18
HCV inh	1.4%	13.2%	?	9.1%	3.8%	21.8%
FBPA Giardia inh	nt	6.1%	nt	2.7%	-4.6%	-3.1%
HCMV antiviral	-18.8	37.9	-34.4	-13.9	-0.3	-9.9
Sm TGR inh	3.4%	-4.8%	nt	1.5%	-4.7%	0.0%
AMA1-RON2 inh	6.4%	-0.2%	45.3%[activator]	0.8%	2.8%	21.1%
AmpC inh detg	3.2%	?	nt	-6.1%	-13.0%	?

19: O=c1[nH]cnc2cc(Cl)ccc12
20: CCOc1ccc(NC(=O)CN(C)C(=O)C2CC(=O)N(CCc3ccccc3)C2)cc1OCC (configuration not stated)
21: CC(Sc1ccccc1)C(=O)Nc1ccc(N2CCOCC2)cc1 (configuration not stated)
22: C=C1CC2(OC1=O)c1ccccc1CCc1ccccc12
23: O=C(c1ccc(Br)s1)N(Cc1cccnc1)c1nc2ccc(F)cc2s1
24: CC(=O)Nc1ccc2c3c(cccc13)CC2
screen / no.	19	20	21	22	23	24
HCV inh	5.5%	2.8%	18.1%	?	nt	-14.9%
FBPA Giardia inh	5.4%	nt	0.0%	nt	nt	nt
HCMV antiviral	38.0	0.5	11.3	-97.4*	14.1	44.0
Sm TGR inh	1.5%	-7.7%	-0.2%	nt	-4.8%	nt
AMA1-RON2 inh	13.7%	33.8%[activator]	-0.8%	15.6%	nt	23.3%
AmpC inh detg	?	-12.4%	4.2%	nt	4.5%	nt

25: Cc1cc(C)cc(NC(=O)CN2C(=O)CCc3cc(S(=O)(=O)N4CCCCC4)ccc32)c1
26: CSc1ccc(CN(C)C(=O)COc2ccc(C(=O)c3ccccc3)cc2)cc1
27: CCn1c(C(C)NS(=O)(=O)c2ccc(Cl)cc2)n[nH]c1=S (configuration not stated)
28: O=C(NCCCO)c1nnc(Cc2c(F)cccc2Cl)o1
29: CCc1sc(C(=O)NCCCN2CCCC2=O)cc1Br
30: Cc1cc(C)nc(SCC(=O)c2c(N)n(C)c(=O)n(C)c2=O)n1
screen / no.	25	26	27	28	29	30
HCV inh	nt	-28.2%	3.0%	-2.5%	7.4%	0.1%
FBPA Giardia inh	nt	nt	11.2µM*	6.7%	nt	-12.4%
HCMV antiviral	2.1	-27.5	-3.1	-6.3	-3.5	-7.3
Sm TGR inh	-8.0%	5.0%	0.9%	1.1%	nt	-2.2%
AMA1-RON2 inh	nt	-26.4%	14.2%	16.9%	-9.6%	-3.3%
AmpC inh detg	2.3%	4.1%	-2.9%	0.0%	nt	?

31: CCn1c(=NC(=O)c2cccc(N3C(=O)CCC3=O)c2)sc2c(OC)ccc(OC)c21
32: Cc1c(C)n(Cc2ccc(F)cc2)c2ccc(C(=O)NCCCN3CCOCC3)cc12
33: Fc1ccccc1C1c2[nH]c3ccccc3c2CCN1CCCn1cccn1 (configuration not stated)
34: COc1ccccc1N=c1scc(-c2ccc(S(=O)(=O)N3CCCC3)cc2)n1C
35: Oc1ccc(Nc2nc(-c3ccccc3O)nc3ccccc23)cc1
36: CCOC(=O)c1ccc(Nc2cc(C)nc(N3CCOCC3)n2)cc1
screen / no.	31	32	33	34	35	36
HCV inh	?	?	3.3%	nt	11.2µM*	?
FBPA Giardia inh	0.7%	3.0%	2.3%	nt	?	-0.7%
HCMV antiviral	0.8	?	84.2	-97.3*	79.1	25.4
Sm TGR inh	5.5%	-19.1%	?	-21.1%	-34.3%	?
AMA1-RON2 inh	2.6%	-22.9%	-1.0%	nt	0.0%	-14.6%
AmpC inh detg	5.3%	-1.2%	11.7%	0.3%	2.0%	2.7%

37: O=C1CCCC2=C1C(c1ccsc1)CC(=O)N2c1nnc(SCc2ccccc2)s1 (configuration not stated)
38: COc1ccc(Nc2cc(C(=O)NCCCN3CCOCC3)c3ccccc3n2)c(OC)c1
39: OC(COCC(F)(F)C(F)(F)C(F)(F)C(F)F)Cn1c2ccc(Cl)cc2c2cc(Cl)ccc21 (configuration not stated)
40: Cn1c(Cc2ccccc2)n[nH]c1=S
41: CC[n+]1c(C)sc2c(C)cc(C)cc21
42: O=C(NCCc1c[nH]c2ccccc12)c1cc(S(=O)(=O)N2CCCCC2)ccc1N1CCOCC1
screen / no.	37	38	39	40	41	42
HCV inh	-14.4%	-6.2%	3.16µM*	37.5%[activator]	6.1%	13.6%
FBPA Giardia inh	-0.4%	-1.9%	-10.8%	-20.7%	3.9%	0.7%
HCMV antiviral	10.4	-28.5	nt	10.4	7.1	-13.3
Sm TGR inh	-21.4%	-3.0%	-6.1%	3.4%	-0.5%	-1.8%
AMA1-RON2 inh	-10.4%	-1.6%	-14.4%	11.1%	10.8%	-13.4%
AmpC inh detg	-10.9%	-6.9%	-2.8%	6.1%	4.2%	-6.4%

43: COc1ccc(NC(=O)COC(=O)CO/N=C(\C)c2ccc3c(c2)OCO3)cc1S(N)(=O)=O
44: CC(NC(=S)Nc1ccccc1Cl)C(c1cccs1)N1CCCC1 (configuration not stated)
45: COc1cc(C(=O)Nc2c(C(=O)O)[nH]c3ccccc23)cc(OC)c1OC
46: COc1cc(CNCCSc2nnnn2C)cc(Br)c1OCc1ccccc1
47: COCCNc1nc(N)c([N+](=O)[O-])c(NCCO)n1
48: Cc1c(Cl)cnc(NC(=O)COC(=O)C2CCCC2)c1Cl
screen / no.	43	44	45	46	47	48
HCV inh	19.7%	5.1%	19.9%	?	15.8%	-26.3%
FBPA Giardia inh	nt	-0.4%	19.0%	-10.2%	0.3%	nt
HCMV antiviral	1.6	?	25.6	-20.6	26.2	-9.8
Sm TGR inh	-11.7%	-2.8%	-15.1%	-2.2%	1.9%	nt
AMA1-RON2 inh	2.7%	5.6%	11.1%	-1.2%	-0.3%	-7.7%
AmpC inh detg	-2.3%	-9.4%	-3.5%	4.0%	-2.5%	nt

49: CCCCCc1ccc(-c2cn(Cc3ccc(C(=O)c4ccccc4)cc3)nn2)cc1
50: C=CCNC(=S)NNC(=O)c1cccn(Cc2ccc(Cl)cc2)c1=O
51: Cc1nnc(C)c2c(C)n(-c3ccc(Br)cc3)c(C)c12
52: Cc1cc(C)c(C#N)c(SCC(O)CS(=O)(=O)Cc2ccccc2)n1 (configuration not stated)
53: Cc1cccc(-n2nnnc2S(C)(=O)=O)c1
54: CSCCNC(=O)c1ccc(C(C)(C)C)cc1
screen / no.	49	50	51	52	53	54
HCV inh	13.7%	-29.8%	-1.8%	-12.3%	nt	4.3%
FBPA Giardia inh	9.0%	6.7%	-0.6%	0.5%	nt	-8.8%
HCMV antiviral	15.4	20.3	nt	-7.0	-108.3*	132.3
Sm TGR inh	-1.3%	7.6%	11.1%	0.6%	2.51µM*	0.0%
AMA1-RON2 inh	10.2%	46.1%[activator]	nt	2.9%	nt	2.4%
AmpC inh detg	-8.1%	1.1%	2.9%	-11.9%	2.8%	-8.5%

55: Nc1ccc(/C=C/C(=O)c2cccs2)cc1
56: Cc1ccc([N+](=O)[O-])cc1NC(=S)NC(=O)c1c(Cl)cnn1C
57: C=CCOC(=O)C1=C(C)OC(N)=C(C#N)C1c1ccoc1 (configuration not stated)
58: CCN(Cc1ccccc1)c1ccc(/C=N/NC(=S)NC(C)C)cc1
59: Fc1ccc(C2CC(c3ccco3)=Nc3ccccc3S2)cc1 (configuration not stated)
60: CN(CC(=O)Nc1cccnc1)S(=O)(=O)c1ccccc1
screen / no.	55	56	57	58	59	60
HCV inh	-8.5%	1.4%	-1.2%	?	10.1%	9.6%
FBPA Giardia inh	-1.7%	7.94µM*	-23.7%	-2.2%	?	-1.7%
HCMV antiviral	27.6	13.3	2.4	-15.4	53.3	5.1
Sm TGR inh	-5.8%	-23.7%	20µM*	-4.4%	-1.6%	0.3%
AMA1-RON2 inh	24.0%	0.0%	9.1%	-6.1%	-16.9%	0.1%
AmpC inh detg	8.6%	3.9%	?	-6.8%	-8.5%	3.3%
